NOD2-RIPK2 inh – inhibitors of human NOD2-RIPK2 interaction; O43353; CHO BLA complementation NOD2-RIPK2, CCF4 ratio; inhibition, % at 4.98 µM; 0.38% of 360,000 active; in the data active = inhibition above about 21%;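 also: 0% = vehicle only and 100% = reference blocker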
NCOA1 inh – inhibits human SRC1 coactivator; inhibition, % at 3.6 µM; AID 588354; HEK293 GAL4-SRC1 luciferase reporter, luminescence; 0.12% of 360,000 active; Q15788;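 active = inhibition above the campaign mean plus 3 SD, with each screening campaign given its own cutoff, cut at about 60% in these data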;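 also: 0% = DMSO treated cells and 100% = gossypol at 36 µM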
TROY NFkB inh – blocks TROY-dependent signaling in reporter cells; Q293 LMP1-TROYcd NF-kB luciferase reporter, 4 h; inhibition, % at 10 µM; 0.98% of 360,000 active; AID 1347056;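 active = compounds whose plate-normalised and pattern-corrected inhibition of the luciferase reporter signal at the single screening dose is 50% or more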
LMP1 NFkB inh – inhibitors of Epstein-Barr LMP1-induced NF-kappaB reporter; 0.69% of 350,000 active; LMP1-induced NF-kappaB luciferase reporter cells, luminescence; inhibition, % at 12.5 µM; AID 504558; in the data active = inhibition above about 41%;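 also: 0% = neutral control wells and 100% = reference inhibitor control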
SRC2 inh – inhibits human steroid receptor coactivator 2 | Q15596 | HEK293 GAL4-SRC2 luciferase reporter, luminescence | inhibition, % at 9 µM | 0.17% of 370,000 active;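 active = inhibition above the mean inhibition of all tested compounds plus 3 SD, set per campaign, cut at about 52% in these data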;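 also: 0% = DMSO treated cells and 100% = cells given Gossypol at 36 µM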
TLR9-MyD88 block – inhibitors of human TLR9-MyD88 binding | CHO BLA complementation TLR9-MyD88, CCF4 FRET ratio | inhibition, % at 4.98 µM | 0.21% of 340,000 active;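 active = inhibition above the mean over all tested compounds plus 3 SD, cut at about 21% in these data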;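 also: 0% = DMSO only wells and 100% = clavulanate BLA inhibitor control wells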
Target sequence (Q99836 whole entry, looked up): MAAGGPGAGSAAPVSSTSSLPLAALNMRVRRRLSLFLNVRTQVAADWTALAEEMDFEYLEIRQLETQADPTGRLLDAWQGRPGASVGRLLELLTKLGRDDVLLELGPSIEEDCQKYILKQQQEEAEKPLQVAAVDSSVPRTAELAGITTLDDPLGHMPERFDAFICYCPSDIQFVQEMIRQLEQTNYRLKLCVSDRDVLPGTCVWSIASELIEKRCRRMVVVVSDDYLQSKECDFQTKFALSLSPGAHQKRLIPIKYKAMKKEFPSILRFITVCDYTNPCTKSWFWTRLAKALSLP
Target sequence (Q9NR96 whole entry, looked up): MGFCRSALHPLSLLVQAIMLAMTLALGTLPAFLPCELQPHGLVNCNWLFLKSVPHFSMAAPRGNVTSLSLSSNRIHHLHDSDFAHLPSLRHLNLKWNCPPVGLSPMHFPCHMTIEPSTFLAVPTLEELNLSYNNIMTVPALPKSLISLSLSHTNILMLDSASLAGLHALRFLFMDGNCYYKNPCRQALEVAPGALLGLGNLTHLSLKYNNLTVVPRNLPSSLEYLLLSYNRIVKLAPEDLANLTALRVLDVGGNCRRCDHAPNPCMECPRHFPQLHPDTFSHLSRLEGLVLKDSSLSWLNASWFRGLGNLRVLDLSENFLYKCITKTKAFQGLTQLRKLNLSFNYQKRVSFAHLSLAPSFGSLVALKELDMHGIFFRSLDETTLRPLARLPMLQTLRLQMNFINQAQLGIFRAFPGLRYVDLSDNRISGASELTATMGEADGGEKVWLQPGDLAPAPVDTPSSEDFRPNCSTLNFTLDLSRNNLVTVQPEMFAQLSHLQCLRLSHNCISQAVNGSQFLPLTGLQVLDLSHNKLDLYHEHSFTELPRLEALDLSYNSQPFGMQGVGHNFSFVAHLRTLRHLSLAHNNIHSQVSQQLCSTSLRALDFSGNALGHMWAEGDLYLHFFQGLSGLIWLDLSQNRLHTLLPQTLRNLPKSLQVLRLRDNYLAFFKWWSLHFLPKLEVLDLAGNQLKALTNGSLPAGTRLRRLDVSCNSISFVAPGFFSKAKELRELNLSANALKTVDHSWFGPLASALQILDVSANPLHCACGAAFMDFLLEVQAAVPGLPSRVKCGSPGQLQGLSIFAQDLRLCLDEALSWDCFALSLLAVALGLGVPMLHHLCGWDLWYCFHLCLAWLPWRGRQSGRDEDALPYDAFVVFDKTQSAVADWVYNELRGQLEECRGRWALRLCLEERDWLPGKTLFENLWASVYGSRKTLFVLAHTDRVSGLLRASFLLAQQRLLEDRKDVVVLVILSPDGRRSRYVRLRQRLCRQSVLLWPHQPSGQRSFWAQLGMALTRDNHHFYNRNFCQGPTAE
Vif inh – inhibitors of HIV Vif; 0.35% of 340,000 active; inhibition, % at 7.49 µM; HEK293T cells, Vif self-association by quenched fluorescence, imaging, 24 h; in the data active = inhibition above about 50%, passing the limit was not always enough; also: some results filed as inactive read as strong as hits
NR5A2 inv ag – NR5A2 inverse agonism in reporter assay; O00482; HEK293T StAR-luciferase reporter, LRH-1 transfected, 24 h; inhibition, % at 3.6 µM; 0.13% of 360,000 active; AID 602396;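 active = inhibition above the mean inhibition of all tested compounds plus 3 SD, cut at about 73% in these data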;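 also: 0% = DMSO wells and 100% = reporter-only cells lacking LRH-1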
NCOA3 inh – human NCOA3 inhibition. HEK293 GAL4-SRC3 luciferase reporter, luminescence. inhibition, % at 3.6 µM. 0.17% of 360,000 active. AID 588352;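 active = inhibition above a per-campaign cutoff, the mean of all compounds plus 3 SD, cut at about 60% in these data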;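 also: 0% = DMSO-treated cells and 100% = gossypol-treated cells at 36 µM; higher means less SRC3-driven luciferase light from the GAL4 reporter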
COUP-TFII inh – blocks human COUP-TFII nuclear receptor; 0.7% of 370,000 active; inhibition, % at 8.6 µM; P24468; AID 686940; HEK293T NGFI-A luciferase reporter, luminescence;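 active = inhibition above a per-plate cutoff, mean inhibition of test wells between control levels plus 3 SD, cut at about 38% in these data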;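 also: cells cotransfected with COUP-TFII expression vector driving the NGFI-A reporter; 0% = median of COUP-TF2 test wells and 100% = reporter-only cells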
TRAIL sens C8 – caspase-8 TRAIL sensitization; 1% of 360,000 active; inhibition (viability loss, TRAIL sensitization), % at 10 µM; NB7+C8 cells + TRAIL, ATPlite viability luminescence;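 active = compounds causing at least 50% loss of cell viability in the single-dose screen, relative to plate controls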
An asterisk follows results filed as active; / = no result given.

SMILES	NOD2-RIPK2 inh	NCOA1 inh	TROY NFkB inh	LMP1 NFkB inh	SRC2 inh	TLR9-MyD88 block	Vif inh	NR5A2 inv ag	NCOA3 inh	COUP-TFII inh	TRAIL sens C8
COc1ccc(-c2nnc(SCC(=O)N(Cc3ccccc3)C(C)(C)C)o2)cc1OC	-6	-10	38	16	-38	3	-17	1	3	11	22
O=C(Nc1ccc(NS(=O)(=O)c2ccccc2)cc1)c1ccccc1Cl	-1	-21	-8	10	15	2	2	-7	6	-9	-13
COc1ccccc1CC(=O)NCCN1CCCCC1	8	2	5	-5	-7	5	-3	11	4	1	2
COc1cccc2cc(C(C)N(CCCN3CCOCC3)C(=O)Nc3ccc(Cl)cc3)oc12 (stereo not drawn)	-9	8	-28	-1	-29	-3	20	-16	11	1	20
Nc1nnc(Sc2ccc(Cl)cc2[N+](=O)[O-])s1	-16	4	-19	-2	-3	-4	4	15	14	-3	-1
COc1cc(/C=C2\SC(=S)N(CC(=O)NC3=NCCS3)C2=O)cc(OC)c1OC	7	-2	12	0	-1	-2	-12	5	15	-10	-8
CN(Cc1cccc2ccccc12)C(=O)c1cc(COc2c(F)cccc2F)on1	11	-3	8	5	1	6	3	-11	14	7	-3
Cn1c(SCC(=O)c2ccc3c(c2)OCO3)nnc1-c1ccccn1	-6	-5	-33	-3	-7	-4	-1	10	1	-9	0
COc1ccc(Nc2oc(-c3cccs3)nc2C#N)cc1	2	-69	-81	-34	-57	15	/	-104	-71	-32	6
O=C1c2cccc3cccc(c23)C(=O)N1CCCN1CCN(c2ccc(F)cc2)CC1	-5	6	12	-7	-19	-7	-2	-1	8	-6	11
O=C(CSc1nc(-c2ccc(F)cc2)cc(C(F)(F)F)n1)NCCN1CCOCC1	1	-38	9	1	6	-3	-8	-23	-9	4	-2
CC(=O)c1ccc(OCc2cc(C(=O)NC(C)CCn3cccn3)no2)cc1 (stereo not drawn)	-1	-63	-31	-14	-74	-7	0	-95	-59	-25	-5
Cc1cc2cc3c(cc2nc1SCc1ccccn1)OCCO3	4	-14	-85	-23	-34	4	-4	18	-25	-8	-6
Cc1cccc(NC(=O)Cn2c(=O)n(Cc3ccco3)c(=N)c3c4c(sc32)COC(C)(C)C4)c1	-4	-31	14	5	8	-3	1	11	-9	19	21
COC(=O)c1ccc(NC(=O)CN2C(=O)CSC2=O)cc1	-4	4	-49	-2	-13	5	/	4	3	-8	11
CS(=O)(=O)N(CC(=O)N1CCOCC1)c1cccc(F)c1	9	-6	-3	-9	-12	11	-29	3	-4	-7	8
COc1ccc(Cl)cc1NC(=O)CSc1nnc(COc2ccccc2)n1C	-1	-4	0	-5	7	3	-2	-20	6	-10	8
Cc1cccc2sc(NC(=O)CNS(=O)(=O)c3ccc(Br)s3)nc12	-5	-16	33	6	-25	-1	-8	-3	19	-30	3
CCOC(=O)CC(=O)CSc1nc(CC)c(C)cc1C#N	0	-1	-47	2	5	-1	-5	7	10	1	11
c1csc(CNc2nc3ccccc3n2CCN2CCOCC2)c1	4	-9	0	16	-8	0	2	-11	5	-9	3
CC(C)CNC(=O)c1nc(-c2ccccc2)n(-c2ccccc2)n1	0	-28	-13	-27	8	-1	-8	-7	18	13	-2
O=C1NC(=O)C2C1C(c1cccs1)NN2Cc1ccccc1 (stereo not drawn)	-9	1	-49	0	15	13	16	13	9	-23	-11
CC1(C)CN(c2cccc(Br)c2)C1=O	-10	-24	-15	-5	-7	7	10	-1	-12	15	-2
Cc1cccc2cc(C#N)c(SCC(=O)NCc3cccs3)nc12	-9	-3	14	-4	-16	-2	4	14	-1	3	1
CCCCN(C(=O)c1cccc(S(=O)(=O)N(CC)c2ccccc2)c1)c1c(N)n(CCCC)c(=O)[nH]c1=O	5	-8	-21	-1	-61	1	9	9	-10	-15	-5
COc1cccc(N2C(=O)C3C(C2=O)C2C=CC3C23CC3)c1 (stereo not drawn)	3	6	5	3	-1	-4	9	-6	28	15	-19
O=C1c2ccccc2C(=O)N1CSc1nnnn1-c1ccccc1	1	-3	-32	3	-19	4	31	9	11	6	0
CC1(C(=O)NS(=O)(=O)c2cccc(F)c2)CCN1C(=O)Cc1ccccc1Cl (stereo not drawn)	2	-44	-3	/	-17	/	-1	-6	-3	-8	-20
CCc1nc2ccc(C(=O)Nc3ccc(Cl)c(Cl)c3)cn2c1N(C)Cc1ccc(OC)cc1	-14	3	-17	/	4	/	-12	-48	-8	0	16
Cc1ccc(C(=O)NC2CCN(S(=O)(=O)c3ccc(F)cc3)CC2)cc1	-19	0	-16	2	15	-2	19	6	3	3	-4
CCOc1ccc(N(CC(=O)N/N=C/c2cccnc2)S(C)(=O)=O)cc1	-22	4	-2	-8	-7	1	-7	11	19	8	6
O=C(c1ccc(=O)[nH]c1)N1CCN(S(=O)(=O)c2ccccc2)CC1	3	2	9	0	7	0	3	-7	11	13	0
Cc1cc(C)c(S(=O)(=O)NCc2ccc3c(c2)OCO3)cc1C	-11	-11	9	2	-10	-14	0	-8	-15	6	-14
COc1cc(S(=O)(=O)NCC(c2ccco2)N2CCCCC2)ccc1NC(C)=O (stereo not drawn)	4	12	-9	5	16	-13	-1	5	5	2	-17
COc1ccccc1NS(=O)(=O)c1cc(NC(=O)CCNC(C)=O)ccc1N1CCCCC1	-7	-10	-3	-6	26	-4	1	-6	-3	0	5
Cc1cccc(N2CCCn3c2nc2c3c(=O)[nH]c(=O)n2C)c1	-4	-37	3	-1	-13	8	-7	-16	-1	10	6
CS(=O)(=O)N1CCCC(C(=O)Nc2ccccc2)C1 (stereo not drawn)	6	13	-4	2	28	-12	9	-6	-12	-9	-4
Cc1nnc(SCC(=O)NC2CCCC2)s1	-8	-28	-13	-2	-9	-4	-4	9	8	13	-6
CCN(CC(=O)Nc1c(F)cccc1F)C(=O)CCc1nc2sc3c(c2c(=O)[nH]1)CCCC3	-15	-15	-4	1	7	4	9	-6	-7	3	5
Oc1ccc(N2CCN(c3ccnc4cc(Cl)ccc34)CC2)cc1	7	9	-1	11	13	3	-4	13	21	-8	2

Part of the list above, with two lines to a compound:
Results follow in this order: NOD2-RIPK2 inh | NCOA1 inh | TROY NFkB inh | LMP1 NFkB inh | SRC2 inh | TLR9-MyD88 block | Vif inh | NR5A2 inv ag | NCOA3 inh | COUP-TFII inh | TRAIL sens C8
> O=C1c2ccccc2C(=O)N1CSc1nnnn1-c1ccccc1
  1 | -3 | -32 | 3 | -19 | 4 | 31 | 9 | 11 | 6 | 0
> Cc1nnc(SCC(=O)NC2CCCC2)s1
  -8 | -28 | -13 | -2 | -9 | -4 | -4 | 9 | 8 | 13 | -6

(more compounds)
SMILES	NOD2-RIPK2 inh	NCOA1 inh	TROY NFkB inh	LMP1 NFkB inh	SRC2 inh	TLR9-MyD88 block	Vif inh	NR5A2 inv ag	NCOA3 inh	COUP-TFII inh	TRAIL sens C8
O=C(CSc1ncnc2ccccc12)c1ccco1	-13	-30	26	-15	/	10	-5	3	-48	/	-1
CCCCC1=CC2=CC(=O)C(C)(OC(=O)c3cccs3)C(=O)C2=CO1 (stereo not drawn)	10	6	7	2	-23	9	-5	17	-9	-6	-20
COCCCNC(=O)c1nc2c(nnn2Cc2cc(C)ccc2C)c(=O)[nH]1	7	2	-1	3	11	-3	6	-32	3	-14	-22
COc1ccc(OC)c(NS(=O)(=O)c2ccc3[nH]c(=O)[nH]c3c2)c1	-4	-12	5	-2	-2	-5	6	-35	9	-3	3
O=C(CNS(=O)(=O)c1ccccc1)N/N=C/c1ccccc1[N+](=O)[O-]	-3	2	-6	4	-13	-3	-2	-10	-10	6	3
CCn1nnnc1NCc1c(OC)ccc2ccccc12	7	-16	-7	9	-3	-4	-4	-3	12	4	2
COc1ccc(C2=NN(C(=O)CN3CCCCC3)C(c3ccc(OC)cc3)C2)cc1 (stereo not drawn)	-4	-13	-43	2	-4	-2	2	17	20	10	-3
CN(CCO)C(=O)c1c(NC(=O)c2ccccc2)sc2c1CCCC2	0	7	14	-5	5	-5	3	-18	6	-5	11
N#CCCN(C(=O)COC(=O)CCc1c[nH]c2ccccc12)c1ccc(F)cc1	-5	-9	-7	-3	-15	-4	11	0	6	4	1
COc1ccc(CNC(=O)CSc2nc3c(oc4ccccc43)c(=O)n2CC2CCCO2)cc1 (stereo not drawn)	-12	-3	10	2	-10	2	-1	-5	7	-5	3
Cc1cc(N2C(=O)c3ccc(C(=O)Nc4ccc(CC(=O)O)cc4)cc3C2=O)no1	-11	9	5	-1	-19	-1	5	-2	-14	7	-6
Cc1ccc(NC(=O)CN(C)C(=O)c2ccc(OCc3cn4ccccc4n3)cc2)cc1	-10	-32	-8	9	-19	-2	-5	-26	-20	5	2
Cc1ccc(NC(=O)Cn2cnc3c(cnn3C(C)(C)C)c2=O)cc1	-9	-9	8	0	-10	-5	/	10	10	-1	-4
Cc1nn(-c2ccccc2)c(Cl)c1/C=N/NC(=O)OC(C)(C)C	1	-82	-42	-12	-6	4	-9	-121	-34	-40	39
CCCCn1c(N)c(N(CCOC)C(=O)COC(=O)C(C)(C)Oc2ccc(Cl)cc2)c(=O)[nH]c1=O	-7	-10	-9	-6	-8	-2	0	-25	-4	-13	-4
CC(=O)Oc1c(Br)cc(N(C(C)=O)S(=O)(=O)c2ccccc2)c2ccccc12	-4	6	4	6	-34	1	-10	28	-1	-6	19
CN1C(=O)C2(C(C#N)=C(N)N(c3cc(Cl)cc(Cl)c3)C3=C2C(=O)CCC3)c2ccccc21 (stereo not drawn)	-9	6	33	31	7	-3	2	9	33	43*	2
COc1ccccc1CC(=O)Nc1ccc([N+](=O)[O-])cc1OC	2	-1	5	-2	-11	-7	6	-13	11	-4	-9
CC(=O)Nc1ccc2c(c1)ncn2C1CCCCC1	0	-22	-32	-1	-9	2	22	-23	2	2	-10
COc1ccccc1NC(=O)c1cc(N2C(=O)C3C4CCC(C4)C3C2=O)ccc1Cl (stereo not drawn)	-6	0	-7	-2	13	1	7	-2	22	8	-6
COc1ccccc1C1SCCN1C(=O)c1ccc([N+](=O)[O-])cc1 (stereo not drawn)	-4	5	10	-1	-10	2	37	10	4	-12	2
C=CCNC(=S)NNC(=O)C(CCC(C)C)CC(C)O (stereo not drawn)	5	-1	-16	12	8	7	9	-9	10	0	9
CC(=O)c1cccc(NC(=O)CC2S/C(=N/N=C/c3cccs3)NC2=O)c1 (stereo not drawn)	4	5	1	0	-5	6	/	3	-5	4	1
Cc1ccc(NNC(=O)c2ccno2)cc1C	-7	4	5	-9	-10	-6	23	10	11	3	-3
CC(O)CN(CCC(N)=O)CCC(N)=O (stereo not drawn)	-4	4	-4	18	-21	0	-8	12	4	-6	7
CC(C)NC(=O)C1(C)CCN1C(=O)c1ccccc1Oc1ccccc1 (stereo not drawn)	-1	-25	7	/	26	/	5	-2	-2	6	13
CSc1ncccc1C(=O)OCc1ccc(C#N)cc1	3	-5	-19	0	-26	5	23	9	11	3	-10
CC(C(=O)N(C)C1CCCCC1)N1CCC(C(N)=O)CC1 (stereo not drawn)	-5	-2	-21	-8	-13	-18	-7	-1	1	12	-11
CCOC(=O)C1(Cc2cccc(OC)c2)CCCN(C(=O)c2cc(C)on2)C1 (stereo not drawn)	-11	-48	-12	-25	-52	-17	-8	-41	-32	-16	1

A few values from the results shown:
For TROY NFkB inh, CCOC(=O)C1(Cc2cccc(OC)c2)CCCN(C(=O)c2cc(C)on2)C1 (stereo not drawn) reads -12
For NR5A2 inv ag, CSc1ncccc1C(=O)OCc1ccc(C#N)cc1 reads 9
For TLR9-MyD88 block, CC(=O)c1cccc(NC(=O)CC2S/C(=N/N=C/c3cccs3)NC2=O)c1 (stereo not drawn) reads 6

Source: PubChem BioAssay (several laboratories)

This is a subset (hit frequency here may not be typical).
